# GLP-1R agonist – qHTS of GLP-1 Receptor Agonists. HEK293 GLP-1R CRE-luciferase, luminescence, 4-6 h; cells express a hypersensitive GLP-1R form. Potency, µM (highest dose often 45.6 µM), inactives show at the highest dose activation, actives largely listed as activators. 0.007% of 380,000 active; also: % of control where 0% means no effect
# Target sequence (P43220 whole entry, looked up): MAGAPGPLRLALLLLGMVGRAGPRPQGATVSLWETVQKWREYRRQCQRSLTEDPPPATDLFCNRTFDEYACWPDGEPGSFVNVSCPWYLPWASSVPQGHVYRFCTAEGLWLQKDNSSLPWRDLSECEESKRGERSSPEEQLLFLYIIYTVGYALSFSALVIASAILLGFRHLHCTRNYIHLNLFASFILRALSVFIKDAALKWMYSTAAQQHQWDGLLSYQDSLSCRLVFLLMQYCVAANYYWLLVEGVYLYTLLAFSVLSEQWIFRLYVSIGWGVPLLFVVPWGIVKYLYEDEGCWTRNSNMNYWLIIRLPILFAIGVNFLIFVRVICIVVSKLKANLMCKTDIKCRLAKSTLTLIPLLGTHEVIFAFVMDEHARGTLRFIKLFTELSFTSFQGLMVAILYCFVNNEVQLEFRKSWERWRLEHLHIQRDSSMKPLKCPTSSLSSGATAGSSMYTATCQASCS
# KB-V1 MDR tox – qHTS assay for MDR1-selective chemotherapeutics: Primary screen using the drug-selected MDR subline cells KB-V1 | AID 1347076, 2019 | Potency, µM (highest dose often 46.1 µM), for the others: top-dose activity change, negative = cytotoxicity, actives largely listed as cytotoxic | 3.4% of 400,000 active | KB-V1 MDR cells viability, CellTiter-Glo, 72 h; also: % is scaled to controls: 0 for no effect and ±100 for the full control effect; nearly all actives have a fitted effect of over 60% in size
#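 In this primary screen, KB-V1 cells overexpressing P-gp are incubated with library compounds (lowest to highest concentration) for 72 h at 37 degrees C before a luminescent ATP viability read.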
# KB-3-1 tox – qHTS assay for MDR1-selective chemotherapeutics: Primary screen using the parental adenocarcinoma cell KB-3-1; KB-3-1 viability, CellTiter-Glo ATP luminescence, 72 h; 1.4% of 400,000 active; Potency, µM (top dose mostly 46.1 µM), for the others: top-dose activity change, negative = cytotoxic, hits mostly cytotoxic; also: % is scaled to controls: 0 for no effect and ±100 for the full control effect; nearly all actives have a fitted effect of over 60% in size
#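 KB-3-1 cells, DMEM (no phenol red) + 10% FBS; compound by pin transfer, 72 h, 37 °C. Readout: CellTiter-Glo luminescence after 10 min. Data normalized, curve-fitted.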
# GLP1R inv ag – qHTS of GLP-1 Receptor Inverse Agonists (Inhibition Mode) | 1.6% of 410,000 active | HEK293 GLP-1R CRE-luciferase, luminescence, 24 h; GLP-1R form is constitutively active | Glucagon-like peptide 1 receptor (Homo sapiens), P43220 | AID 624417, 2012 | Potency, µM (series often up to 38.3 µM), without a hit: top-dose activity change, negative = inhibition, actives largely listed as inhibitors; also: % is scaled to controls: 0 for no effect and ±100 for the full control effect; nearly all actives have a fitted effect of over 55% in size
#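 Inverse agonism was detected as reduced cAMP-driven luciferase luminescence after 24 h compound treatment. The cells were HEK293 clones expressing constitutively active human GLP-1R with the reporter. Reporter-only and GPR119 cell lines served as counterscreen controls.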
# HT1080-NT tox – qHTS for induction of synthetic lethality in tumor cells producing 2HG: qHTS for the HT-1080-NT fibrosarcoma cell line. HT-1080-NT fibrosarcoma viability, CellTiter-Glo ATP luminescence, 48 h. Potency, µM (doses to about 46.1 µM), inactives show at the top dose activity, negative = less viability, usual class: cytotoxic. 1.6% of 360,000 active. AID 686970, 2013;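 also: NT is the 2HG producing partner of a matched IDH1 knockdown line; 0% = DMSO-treated cells and -100% = media-only wells without cells; nearly all actives have a fitted effect of over 55% in size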
#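 Fibrosarcoma NT cells, 750 per well in 5% FBS RPMI, were exposed to compound for 48 hours. Viability: CellTiter-Glo luminescence.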
# HT1080 IDH1KD tx – qHTS for induction of synthetic lethality in tumor cells producing 2HG: qHTS for the HT-1080-IDH1KD cell line; 2% of 360,000 active; HT-1080 IDH1 knockdown viability, ATP luminescence, 48 h; AID 686971, 2013; Potency, µM (highest dose often 46.1 µM), for the others: at the top dose activity, negative = toxicity, hits mostly cytotoxic;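 also: 0% = DMSO wells and -100% = cell-free medium wells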
#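 Viability of IDH1-knockdown HT-1080 fibrosarcoma cells was assessed by CellTiter-Glo after 48 h at 37 °C with titrated compound; concentration-effect curves were classified by fit quality and response size.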
# SW480 rerep – A quantitative high throughput screen for small molecules that induce DNA re-replication in SW480 colon adenocarcinoma cells. SW480 DNA re-replication, Hoechst DNA content imaging, 48 h. Potency, µM (titrated, usually from 46.1 µM), for inactives: top-dose re-replication activation, hits mostly activators. 1.8% of 340,000 active. AID 624297, 2012; also: % of control where 0% means no effect; nearly all actives have a fitted effect of over 55% in size
#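 Quantitative HTS format with DMSO vehicle controls; 48 hr drug incubation at 37 C, then 40 min Hoechst staining and scanning imager measurement at 405 nm excitation.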
# HEK293 tox – qHTS of GLP-1 Receptor Inverse Agonists: Cytotox Screen | HEK293 cAMP-luciferase reporter cells, luminescence, 24 h | Potency, µM (titrated, usually from 38.3 µM), for the others: top-dose activity change, negative = inhibition, usual class: inhibitors | 0.13% of 410,000 active | AID 624418, 2012;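 also: loss of luciferase light is scored as toxicity; % is scaled to controls: 0 for no effect and ±100 for the full control effect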
#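 Here, cytotoxicity is scored as loss of luminescence. The MLSMR collection was tested on cells seeded in medium containing 10% Nu serum, with a 24 hr compound exposure preceded by 12 hours of culture.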
# TDP-43 yeast inh – qHTS of TDP-43 Inhibitors; 1.8% of 410,000 active; TDP-43 expressing yeast growth rescue, BacTiter-Glo, 24 h; Potency, µM (titrated, usually from 46.1 µM), inactives show at the highest dose growth rescue (activation), most hits filed as activators; also: % of control where 0% means no effect; nearly all actives have a fitted effect of over 50% in size
#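 Yeast expressing TDP-43 (pregrown in raffinose, seeded at OD600=0.02 in galactose medium) exposed to compounds 24 hr at 30 deg C. Growth read by BacTiter-Glo luminescence; rescue of toxicity appears as increased signal.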
# An asterisk follows results filed as active; ? = inconclusive; . = no result given; & = joins results of further samples; [ ] = remark or other dose. Calls follow the shape of the dose curve; as a rule, active = well fitted curve in the direction sought with a large enough effect; inconclusive = small, poorly fitted or top-dose-only effect, or another doubt; inactive = no such curve, though single readings can be large; an effect the other way counts as inactive or inconclusive. Potency is read from the fitted curve at half-maximal effect.
# Results follow in this order: GLP-1R agonist, KB-V1 MDR tox, KB-3-1 tox, GLP1R inv ag, HT1080-NT tox, HT1080 IDH1KD tx, SW480 rerep, HEK293 tox, TDP-43 yeast inh
> COc1ccc(CCN(C)CCCC(C#N)(c2cc(OC)c(OC)c(OC)c2)C(C)C)cc1OC (centres undefined)
  5%&15%, -24%, 0%, ?, 1%, -15%, 3%, -3%, 0%
> CCN(CC)S(=O)(=O)c1ccc(N2CCOCC2)c(NC(=O)CC2OC(=O)c3ccccc32)c1 (centres undefined)
  2%, -20%, 9%, 20%, -10%, -8%, ?, 0%, -14%
> Cc1[nH]n(-c2ccccc2)c(=O)c1/C=N/c1ccccn1
  -18%, 14%, 0%, 1%, 6%, 2%, -5%, -5%, -4%
> CCOC(=O)C1CCN(C(=O)C(C)Sc2nnc3ccccn23)CC1 (centres undefined)
  5%, ?, -1%, 6%, 11%, 9%, -7%, -2%, -28%
> COc1cc(C(C)=O)ccc1OCC(=O)c1cc(C)n(C2CC2)c1C
  4%, -21%, -6%, 3%, 2%, 3%, -3%, -11%, 25µM*
> O=C(NCC1CCCN(Cc2ccc3nonc3c2)C1)c1ccc(F)cc1 (centres undefined)
  8%, 26%, 5%, -17%, 10%, 11%, 4%, 0%, -2%
> Cc1ccccc1Cn1ccc(NC(=O)c2cnn3c2NC(c2ccccc2)CC3C(F)(F)F)n1 (centres undefined)
  -16%, -14%, 0%, 0%, ?, ?, 10%, -10%, -15%
> CC(=O)N1CCN(C(C)=O)c2ccccc21
  -7%, -5%, 14%, -12%, 7%, 12%, -7%, 0%, 20%
> CC1(C)OC2OC3C(CN)OC(c4ccccc4)OC3C2O1 (centres undefined)
  0%, -7%, 0%, 1%, 0%, -2%, -10%, 16%, -3%
> CCOC(=O)C1(C)NC(c2ccc(OC)c(OC)c2)C2C(=O)N(c3cccc(C(C)=O)c3)C(=O)C21 (centres undefined)
  -2%, 21%, -3%, 5%, 0%, 1%, ., -6%, 7%
> CCC(C)NC(=O)C1CCN(S(=O)(=O)c2cccc3cccnc23)CC1 (centres undefined)
  -3%, 0%, 9%, 12%, 13%, 4%, 0%, -29%, 17%
> O=C(NS(=O)(=O)Oc1ccccc1F)OC[C@@H]1CCCN2CCCCC12 (some centres undefined)
  8%, -17%, 4%, 0%, 0%, 17%, 0%, 0%, -22%
> O=C(O)Cc1ccc(OCc2ccc(Cl)nc2)cc1
  5%, 6%, 4%, 7%, 11%, 8%, -83%[inhibitor], -9%, 4%
> O=C(N/N=C/c1ccc(N2CCOCC2)cc1)c1cccs1
  14%, 12%, 3%, 13%, -13%, -22%, 6.5µM*, 16%, -21%
> O=C(CSc1nccn(-c2ccc(F)c(Cl)c2)c1=O)NC1CCCC1
  -22%, 1%, 1%, -17%, -7%, -1%, -3%, -4%, 10%
> Cc1ccccc1CNC(=O)CN(c1cccc(C)c1C)S(C)(=O)=O
  ., -15%, 0%, -2%, ., ., ., -5%, -1%[9.22 µM]
> CS(=O)(=O)c1cccc(-c2nnc(NC(=O)CCS(=O)(=O)c3ccccc3)o2)c1
  4%, 28%, 26%, 2%, 2%, 1%, 3%, -7%, -11%
> COc1ccccc1C(=O)NC(=S)Nc1ccc(Cc2ccncc2)cc1
  -1%, -25%, ?, -28%, -10%, -4%, -5%, -11%, 7%
> CCC(=O)N(CCC(Cc1ccccc1)c1ccco1)Cc1ccco1 (centres undefined)
  11%, ?, -23%, ?, -7%, -11%, 0%, -5%, 34%
> O=C(Oc1ccc(-c2nccc(-c3ccccn3)n2)cc1)c1cccc(C(F)(F)F)c1
  1%, 5%, 0%, 13%, 22%, 17%[9.24 µM], -3%, -8%, -1%
> CCn1c(SCC(=O)N(Cc2ccccc2)C2CCS(=O)(=O)C2)nc2ccccc2c1=O (centres undefined)
  12%, -6%, 3%, 51%[activator], 4%, 0%, -7%, -21%, 26%
> CCOC(=O)N1CCN(C(=O)C[C@@H]2C[C@@]3(C(=O)OCC)CCC=C3N(Cc3ccco3)C2=O)CC1
  0%, 17%, 18%, 15%, 25%, 11%, ., 5%, 30%
> Cc1ccc(S(=O)(=O)c2c(N)n(CC3CCOC3)c3nc4ccccc4nc23)cc1 (centres undefined)
  6%, ?, 1%, ?, 1%, -4%, -4%, 3%, -10%
> Cc1csc(NC(=O)c2ccc(S(=O)(=O)N(C)c3ccccc3)cc2)n1
  -1%, -48%, ?, ?, -7%, -14%, 5%, 24%, 4%
> CCOC(=O)c1c(NC(=O)CSc2cn(CCNC(=O)c3ccc(OC)c(OC)c3)c3ccccc23)sc2c1CCC2
  1%, 15%, -12%, 8%, ., ., ., 4%, 14%
> COc1ccccc1NC(=O)c1sc2nc(C)cc(C)c2c1N
  5%, -4%, -6%, 49%[activator], 20%, 18%, -1%, 4%, 24%
> CC1CC(C)CN(CCCCOc2ccc([N+](=O)[O-])cc2)C1 (centres undefined)
  -20%, ?, 0%, ?, -4%, -1%, -1%, -6%, 14%
> CN(C)CCNc1ncnc2c1sc1nc(N3CCOCC3)c3c(c12)CC(C)(C)SC3
  ?, ?, ?, ?, ?, ?, ?, ?, 22%
> COc1ccc(O)c(C=Nc2cc(C)on2)c1
  1%, -4%, -6%, ?, -3%, ?, 24%, -21%, -16%
> CCOc1ccc(NC(=O)Cc2nnc(SCC(=O)N3CCOCC3)n2C)cc1
  -1%, 1%, 5%, 1%, 2%, 0%, 12%, 10%, -6%
> O=C(O)c1ccccc1NS(=O)(=O)c1ccc(NN=Cc2ccc(F)cc2)c([N+](=O)[O-])c1
  0%, -3%, -10%, -26%, -19%, -14%, 3%, -21%, -8%
> CCOC(=O)CN(Cc1sccc1C)C(=O)Nc1ccc(OC)cc1OC
  -1%, 1%, 0%, 11%, 0%, -3%, -8%, 0%, 8%
> Cc1ccc(C(=O)NC2CCN(C(=O)Nc3ccc(F)cc3)CC2)cc1
  8%, 0%, -10%, 18%, 1%, -3%, -7%, -5%, -17%
> CCOC(=O)c1ccccc1NC(=O)COC(=O)CN1C(=O)NC2(CCCC2)C1=O
  1%, 1%, 1%, 33%[activator], 0%, 1%, -1%, 0%, 14%
> CCC(C)NC(=O)CSc1nnc(-c2cc(OC)c(OC)c(OC)c2)c(-c2cc(OC)c(OC)c(OC)c2)n1 (centres undefined)
  3%, -6%, 11%, 36%[activator], 5%, 7%, -10%, -12%, -14%
> CCOC(=O)C1=C(N)Oc2cc(O)ccc2C1c1ccc(Br)cc1 (centres undefined)
  5%, ?, 19%, ?, -20%, 0%, -2%, 0%, -12%
> CC(=O)c1ccccc1OCc1ccc(S(=O)(=O)Cc2ccccc2)cc1
  8%, -14%, ?, -5%, -12%, 0%, -61%[inhibitor], 0%, ?
> Cc1ccc([N+](=O)[O-])cc1NC(=O)c1ccc(C(C)(C)C)cc1
  1%, -1%, 10%, ?, ?, -14%[9.24 µM], -5%, -24%, 4%
> CCOC(=O)CC1(NC(=O)C2CCC(=O)N(C3CC3)C2)CCCCC1 (centres undefined)
  -1%, 21%, 6%, 7%, 13%, 5%, -6%, 0%, -4%
> N#CC/C(N)=N/NC(=O)CCCNc1ncc(C(F)(F)F)cc1Cl
  3%, 6%, -6%, -4%, -4%, -7%, -123%[inhibitor], 7%, -13%

# Reprinted from the part before: four entries; new compounds follow.
# Results follow in this order: GLP-1R agonist, KB-V1 MDR tox, KB-3-1 tox, GLP1R inv ag, HT1080-NT tox, HT1080 IDH1KD tx, SW480 rerep, HEK293 tox, TDP-43 yeast inh
> CC(=O)c1ccccc1OCc1ccc(S(=O)(=O)Cc2ccccc2)cc1
  8%, -14%, ?, -5%, -12%, 0%, -61%[inhibitor], 0%, ?
> Cc1ccc([N+](=O)[O-])cc1NC(=O)c1ccc(C(C)(C)C)cc1
  1%, -1%, 10%, ?, ?, -14%[9.24 µM], -5%, -24%, 4%
> CCOC(=O)CC1(NC(=O)C2CCC(=O)N(C3CC3)C2)CCCCC1 (centres undefined)
  -1%, 21%, 6%, 7%, 13%, 5%, -6%, 0%, -4%
> N#CC/C(N)=N/NC(=O)CCCNc1ncc(C(F)(F)F)cc1Cl
  3%, 6%, -6%, -4%, -4%, -7%, -123%[inhibitor], 7%, -13%
> CCOc1ccccc1-c1nc(-c2ccc(NC(=O)Cc3ccccc3OC)cc2)no1
  12%, 3%, -2%, -30%, -2%, -3%, 0%, 5%, 27%
> Cc1cccc2c1-c1sc(C(=O)Nc3nccs3)cc1CO2
  8%, 20%, -5%, 4%, -7%, -1%, 7.3µM*, 91%[activator], 28%
> CCC1CCCCN1Cc1ccc(OC)c(C)c1C (centres undefined)
  -8%, 10%, 8%, 7%, -2%, 5%, 7%, 7%, 0%
> Nc1c(-c2ccc(Cl)cc2)cnn1-c1cccc(C(F)(F)F)c1
  5%, -2%, -5%, ?, 9%, 13%, 0%, 14%, 4%
> CC(=O)Nc1ccc(SCc2csc(C)n2)cc1
  15%, 12%, 3%, 7%, -1%, -6%, -3%, 0%, 7%
> Cc1cc(C(=O)N/N=C2\CCCC(C)C2)n[nH]1 (centres undefined)
  2%, -1%, -4%, 0%, -6%, -2%[9.24 µM], 3%, -9%, -15%
> CCCCCCN=C(C)C1=C(O)C(C(=O)OC)C(C)(C)CC1=O (centres undefined)
  1%, -17%, -2%, ?, 11%, 3%, 2%[9.22 µM], -16%, 0%
> COc1ccc(C(=O)Nc2cc(C)on2)c(OC)c1
  6%, 21%, 27%, 12%, -3%, 6%, ?, -2%, 15%
> Cc1cc(C)nc(NC(=O)CCN2C(=O)c3ccccc3S2(=O)=O)n1
  -27%, 0%, 18%, 28%, 3%, 1%, -2%, -4%, -12%
> O=C(Nc1cccc(S(=O)(=O)NC2=NCCC2)c1)C1CCC1
  1%, 3%, -8%, 0%, 17%, 12%, -77%[inhibitor], -1%, 12%

# High-throughput results deposited in PubChem BioAssay by National Center for Advancing Translational Sciences (NCATS).
